# T cell HTS = modulates CD8 T cell binding to vesicles; 2C CD8+ T cell-vesicle binding, flow cytometry; active compounds read low; calls only at 7 µM; 330,000 tested, 0.068% active; AID 2052;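 active = response, share of CD8 T cells binding vesicles, and their 90th percentile fluorescence all below set limits, cut at about 80% in these data, passing the limit was not always enough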
#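 System: murine 2C transgenic CD8+ T lymphocytes; also added: QL9-loaded Drosophila micro-vesicles; times: binding 1.5 h at 37 °C; measured by: flow cytometry, PE anti-B7-1 (FL2) versus Alexa647 anti-CD8 (FL8), PFA-fixed; control set: Peptide-free naked vesicles (low) and QL9 vesicles with 0.7% DMSO vehicle (high)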
# Autophagy mod = alters autophagy in cells; MEF GFP-LC3 puncta imaging; test concentration mostly 10 µM; calls only at 10 µM (by protocol); 190,000 tested, 0.98% active; AID 463193;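 active = percentage of spot-positive cells more than 3 SD above its plate mean, without a fluorescence outlier flag or 80% toxicity; inconclusive = no clear call, values can overlap the other calls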;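 note: spot-positive cell cutoff set from DMSO-treated cells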
# Ins promoter up = MIN6 insulin promoter up-regulation; 190,000 tested, 0.3% active; MIN6 insulin promoter-GFP reporter, high-content imaging; active compounds read high; z-score at 5 µM;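 active = z-score above 3 at 5 µM with at least 500 cells counted in the well; inconclusive = wells under 500 cells, flagged as cytotoxic or low count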
# MT stabilize HCS = microtubule stabilizers in HeLa cells; HeLa tubulin immunostaining HCS, 24 h; share of cells brighter than vehicle mean+2SD; % tubulin-high responders, % at 10 µM; 200,000 tested, 0.83% active;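 active = plate Z-score above 3 for both tubulin-high and condensed-nucleus cell shares, with cell loss under 80%, at 10 µM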;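 note: anti alpha tubulin signal scored within the nucleus-defined area of each cell; some results filed as inactive read as strong as hits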
# Myeloid diff 2 = promotes myeloid progenitor differentiation. calls only at 10 µM. ER-HoxA9 myeloid progenitors, lysozyme-GFP differentiation, flow cytometry. 360,000 tested, 1% active. AID 624256;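 active = normalized GFP-positive differentiation at or above the plate's own cutoff, the solvent-only control mean plus 3 SD; inconclusive = no clear call, values can overlap the other calls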;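 note: cells exposed to compound for four days before flow analysis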
# Hep lipid drop = modulators of hepatic lipid droplet formation. AML12 mouse hepatocytes, oleate lipid droplets, BODIPY imaging. inhibition, % at 6.5 µM. 240,000 tested, 0.4% active. AID 1656;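 active = lipid droplet intensity inhibited by at least 50%, with more than 500 cells counted; inconclusive = wells with under 300 cells, treated as cytotoxic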
#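 Test system: AML12 hepatocytes (mouse); reagent: oleate loading, 100 µM; dosing: one dose, 6.5 µM compound; incubation: overnight exposure; signal: fluorescence imaging, 20x objective, two fields per well; read-out basis: % inhibition of corrected integrated BODIPY droplet signal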
# West Nile virus CPE = inhibition of WNV-induced cytopathic effect – cell-based, CPE readout (AID 1621); West Nile virus-infected cells, CPE inhibition; higher % means a stronger effect; one-dose CPE inhibition, % at 10 µM; IC50 in µM for titrated hits; 290,000 tested, 0.02% active; in the data active = a potency from the dose series; inconclusive = CPE inhibition mostly from about 3.7% at the one dose, without a potency; inactive = the rest, 99 in 100 with CPE inhibition below about 2.2%; note: strong numbers were not always called active
# bCat nuc transl = alters nuclear translocation of beta-catenin in HeLa cells | 190,000 tested, 0.3% active | nuclear translocation activity, % at 5 µM | immunofluorescence imaging;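 active = nuclear translocation activity above 50% at 5 µM, with a well cell count of 50 or more; inconclusive = wells under 50 cells across six images, flagged as toxic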;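 note: per-cell ratio of nuclear to cytoplasmic median beta-catenin stain intensity; plate controls were DMSO negative control for no effect and GSK-3 inhibitor IX positive control for full effect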
#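 Test system: human HeLa cells, endogenous beta-catenin. Times: 24 h compound exposure, 37°C. Measured by: beta-catenin immunofluorescence imaging with DAPI.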
# WT yeast gro inh = growth inhibition of WT yeast, mitochondrial fusion screen; inhibition, % at 10 µM; 190,000 tested, 2.1% active; mitochondrial fusion phenotypic screen, WT strain; AID 1362; in the data active = inhibition above about 58%; tested in S. cerevisiae
# WT yeast gro inh mutant strain = second read-out of WT yeast gro inh, no call of its own (marks repeat the call); inhibition, %; mitochondrial fusion phenotypic screen, mutant strain inhibition
# Ins promoter up cell count = also measured in Ins promoter up; calls as there; cell count; measured here: cytotoxicity, nuclei count;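 total cells summed across four imaged fields per well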
# Hep lipid drop cells 6.5 µM = also measured in Hep lipid drop; calls as there; cell count; measured here: cell count, cytotoxicity flag;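 cells counted across two imaged fields per well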
# bCat nuc transl cell count 5 µM = also measured in bCat nuc transl; calls as there; cell count; measured here: cell count, cytotoxicity flag
# T cell HTS vesicle-bound % = second read-out of T cell HTS, no call of its own (marks repeat the call); double positive events, %; measured here: CD8+ vesicle-bound cell fraction;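 binding gate set so that unloaded-vesicle control wells show 10% double positive cells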
# MT stabilize HCS Hoechst-high % = second read-out of MT stabilize HCS, no call of its own (marks repeat the call); % Hoechst-high responders; measured here: nuclear condensation Hoechst responders;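 share of cells brighter than vehicle mean plus two SD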
# MT stabilize HCS cytotoxicity % = second read-out of MT stabilize HCS, no call of its own (marks repeat the call); toxicity, %; measured here: cytotoxicity by cell density;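 0% = mean cell density of plate MIN control wells and 100% = no cells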
# Autophagy mod cell loss 18 h = further read-out of Autophagy mod, marked with its call; toxicity, %; measured here: cell loss, nuclei count;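 cell loss after 18 h compound exposure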
# Myeloid diff 2 GFP+ MAC1+ % = further read-out of Myeloid diff 2, marked with its call; GFP+ MAC1+ double positive, %; measured here: differentiation confirmed by MAC1 staining
# * = called active by the depositor; i = inactive; ? = inconclusive; / = no result given; + = active, no number. Compounds were not picked by outcome. About 3.9% of those tested had a hit in this group.
SMILES,T cell HTS,T cell HTS vesicle-bound %,Autophagy mod,Autophagy mod cell loss 18 h,Ins promoter up,Ins promoter up cell count,MT stabilize HCS,MT stabilize HCS Hoechst-high %,MT stabilize HCS cytotoxicity %,Myeloid diff 2,Myeloid diff 2 GFP+ MAC1+ %,Hep lipid drop,Hep lipid drop cells 6.5 µM,West Nile virus CPE,bCat nuc transl,bCat nuc transl cell count 5 µM,WT yeast gro inh,WT yeast gro inh mutant strain
O=C(CCSc1ccc(Cl)cc1)NC1CCCCC1,i,46.5,i,-1.9,2.59,1441,1.9,1.5,5.8,i,0.4,/,/,/,0.9,1332,-15.3,-11.9
COCCCNC(=O)CN(CCc1ccccc1)S(=O)(=O)c1ccc(OC)cc1,i,46.2,i,-3.2,-0.75,1432,2.9,2.3,4.6,i,0.2,-4.9,710,-0.7%,-0.2,1567,-8.6,-6.0
O=C(Cc1nn[nH]n1)Nc1ccc(F)cc1F,i,27.5,/,/,0.05,1416,/,/,/,i,0.3,5.8,748,0.2%,-1.2,1177,/,/
CCn1c(C)cc(/C=C2/NC(=O)N(CC(=O)Nc3cccc(C)c3)C2=O)c1C,i,37.6,i,0.1,-0.08,1480,4.6,2.9,3.9,i,0.6,27.9,705,-0.1%,-1.4,1148,-3.7,-10.6
COc1cccc(NC(=O)CN2CCN(CC(=O)Nc3ccccc3Cl)CC2)c1,i,7.0,/,/,/,/,/,/,/,i,0.2,0.7,814,-1.7%,/,/,/,/
CCOc1ccc(-n2c(=O)c3sccc3n(CC(=O)Nc3cccc(OC)c3)c2=O)cc1,i,36.4,i,-1.5,/,/,3.0,3.0,2.6,i,0.2,20.3,685,0.2%,-3.2,1160,-3.8,-19.2
Cc1cc(C)cc(NC(=O)Oc2ccccc2N2CCCCC2)c1,i,26.8,/,/,-0.2,1044,/,/,/,i,0.3,5.4,640,0.3%,-0.6,1268,/,/
CN(C)S(=O)(=O)c1ccc2c(c1)nc(CCC(=O)NCC1CCCCC1)n2C,i,46.8,i,-0.5,-1.54,819,1.5,2.1,6.9,i,0.5,/,/,-0.4%,-3.5,946,-4.8,-11.0
O=C(COC(=O)c1ccccc1Nc1ccc(SC(F)F)cc1)NC1CC1,i,60.2,i,2.2,-0.22,1032,2.4,2.6,6.0,i,0.2,-11.5,501,-0.8%,1.2,1463,48.4,49.3
Cc1cccc(NC(=O)/C(C#N)=C\c2cn(CC(=O)O)c3ccccc23)c1,i,27.8,i,19.2,0.92,1438,2.9,1.5,4.3,i,0.3,1.2,616,0.4%,0.6,1543,1.7,7.9
Cc1cccc(C(=O)CC(=O)c2cc(Cl)ccc2O)c1,i,37.6,i,10.3,/,/,2.9,1.0,14.8,i,0.7,8.7,682,1.3%,-14.9,1230,61.0*,56.2*
O=C(NCCCN1CCCC1=O)c1ccc(OC(F)(F)F)cc1,i,36.5,i,-2.2,-0.98,1224,4.2,2.2,11.4,i,0.1,13.0,716,0.0%,-1.1,1131,-7.9,-20.4
CCC(=O)N1C(C(=O)N2CCCC2)CSC1c1ccc(OC)cc1 (stereo unspecified),i,34.3,i,-6.2,0.06,1248,3.6,0.8,5.5,i,2.8,-8.2,752,/,3.4,448,5.0,4.4
Cc1cc(C(=O)N2CCN(c3ncccn3)CC2)cs1,i,64.2,i,-5.1,0.46,1294,2.6,1.8,5.0,i,5.3,-3.5,693,0.9%,-4.2,1227,-16.5,-11.0
Cc1ccc(N2C(=O)NC(NS(=O)(=O)c3ccccc3)(C(F)(F)F)C2=O)cc1C (stereo unspecified),i,71.0,/,/,/,/,/,/,/,i,0.2,10.0,686,0.3%,/,/,/,/
CCOC(=O)c1ccc(NNC(=O)CC)c([N+](=O)[O-])c1,i,51.4,i,8.5,-0.52,1240,2.2,3.5,5.6,i,0.0,10.9,743,-0.3%,-0.8,1074,-18.8,-12.7
CCOC(=O)c1c(-c2ccc(C)o2)csc1NC(=O)CN1CCN(CC)CC1,i,5.3,i,-8.0,?,/,2.7,1.6,2.6,i,5.5,-1.4,663,?,0.1,1018,-0.5,8.0
Cn1nc(C(=O)Nc2cccc(S(N)(=O)=O)c2)c2ccccc2c1=O,i,26.6,/,/,0.18,1386,/,/,/,i,0.1,-2.6,781,-0.2%,-2.1,1120,/,/
Cc1cccc(-c2nnc(SC(C)C(=O)N3CCOCC3)o2)c1 (stereo unspecified),i,57.4,/,/,/,/,/,/,/,i,2.8,16.1,640,-0.5%,/,/,/,/
CCN1/C(=C2/OC(=S)N(C)C2=O)Sc2ccccc21,/,/,i,21.1,0.03,1343,8.6,2.6,7.8,i,1.0,/,/,-0.1%,-1.4,865,9.5,5.5
Cc1ccc2oc(C(=O)N(C)Cc3ccon3)c(C)c2c1,i,29.9,/,/,/,/,/,/,/,i,2.4,15.7,703,-0.5%,/,/,/,/
COc1cccc(C(=O)/C=C/Nc2ccc(S(=O)(=O)Nc3ccc(C(C)=O)cc3)cc2)c1,i,52.2,i,9.5,0.21,1385,4.1,2.1,3.9,i,0.8,1.4,699,0.0%,-0.2,1018,13.1,15.6
CC(C)(C)c1ccc(-c2nc(N)nc(N)n2)cc1,i,19.4,/,/,0.23,936,/,/,/,i,0.3,-19.1,712,-0.2%,0.0,1259,/,/
Cc1ccc(NC(=O)N2CCN(C(=O)c3ccco3)CC2)cc1Cl,i,48.6,/,/,/,/,/,/,/,i,0.6,3.4,770,-0.7%,/,/,/,/
CCOC(=O)N1CCN(S(=O)(=O)c2ccc(OC)c(OC)c2)CC1,i,57.5,i,3.6,0.02,1183,2.5,1.7,2.4,i,1.0,4.4,689,-1.0%,-1.6,1134,2.7,-0.9

# Next structures:
SMILES,T cell HTS,T cell HTS vesicle-bound %,Autophagy mod,Autophagy mod cell loss 18 h,Ins promoter up,Ins promoter up cell count,MT stabilize HCS,MT stabilize HCS Hoechst-high %,MT stabilize HCS cytotoxicity %,Myeloid diff 2,Myeloid diff 2 GFP+ MAC1+ %,Hep lipid drop,Hep lipid drop cells 6.5 µM,West Nile virus CPE,bCat nuc transl,bCat nuc transl cell count 5 µM,WT yeast gro inh,WT yeast gro inh mutant strain
CC1CCCCN1C(=O)CSc1nc2ccccc2[nH]1 (stereo unspecified),i,58.2,i,32.4,0.9,1335,8.0,1.2,5.6,i,0.2,6.9,718,0.0%,-0.1,1088,-20.7,3.6
C=CCNC(=O)c1ccccc1NC(=O)c1ccccc1N(C)S(C)(=O)=O,i,64.4,i,-27.8,0.6,1452,3.2,1.1,8.0,i,0.1,2.5,760,0.0%,0.1,1551,-5.0,16.7
COc1ccc(C(=O)C2CCCN(Cc3ccc4nonc4c3)C2)cc1OC (stereo unspecified),i,27.7,i,-4.5,-0.63,1316,3.2,1.2,3.3,i,0.4,-35.1,659,-1.4%,-1.7,917,16.6,28.3
Nc1ccc(C(=O)OCCCc2nc3cc4ccccc4cc3[nH]2)cc1,i,39.9,/,/,/,/,/,/,/,i,0.5,5.1,692,0.3%,2.8,1280,/,/
CCCc1nnc(SCC(=O)Nc2ccccc2Cl)n1CC1CCCO1 (stereo unspecified),i,47.1,/,/,/,/,/,/,/,i,0.6,-17.8,760,-0.3%,/,/,/,/
O=C(NC(Cc1ccccc1)c1nc2ccccc2[nH]1)C1CC(=O)N(c2ccc3c(c2)OCCO3)C1 (stereo unspecified),i,33.5,i,5.6,/,/,3.1,2.1,8.1,i,0.5,/,/,0.1%,-1.8,872,-9.1,1.3
COc1cccc(N2CCN(C(=O)c3cc4c(s3)-c3ccccc3OC4)CC2)c1,i,26.5,/,/,/,/,/,/,/,i,3.4,-99.3,441,-0.1%,/,/,/,/
COC(=O)CN1C(=O)COc2ccc(S(=O)(=O)NCc3ccccc3)cc21,i,30.9,/,/,/,/,/,/,/,i,5.0,-6.0,711,-0.3%,/,/,/,/
CCOCCCN(C)C1CCN(C(=O)c2oc3ccccc3c2NC(=O)c2cccc([N+](=O)[O-])c2)CC1,i,27.2,/,/,/,/,/,/,/,i,2.0,-5.0,644,0.8%,/,/,/,/
CC(OC(=O)c1nsc(Cl)c1Cl)C(=O)NCc1ccc2c(c1)OCO2 (stereo unspecified),i,30.7,i,-5.9,-0.15,1546,1.7,1.8,5.2,i,7.3,/,/,0.2%,-0.7,1364,-1.7,-10.4
CCC1CCCCN1CCCn1c(=S)[nH]c2ccccc2c1=O (stereo unspecified),i,37.8,i,-3.0,-0.32,1338,2.9,2.1,0.2,i,0.7,/,/,-0.3%,1.9,1391,4.7,3.6
O=C(O)Cc1ccc(C(=O)c2ccc(F)cc2)s1,i,25.1,i,-7.3,/,/,1.7,1.3,9.7,i,1.7,5.8,822,0.1%,-5.2,1254,-6.3,-3.1
CC[n+]1c(/C=C/Nc2ccccc2)oc2ccccc21,i,5.1,i,8.7,-1.7,704,2.8,1.9,6.1,+,16.3*,/,/,0.2%,4.7,1386,-2.2,9.6
S=c1[nH]nc(-c2cc(-c3ccccc3)n[nH]2)n1/N=C/c1ccc(Cl)c(Cl)c1,i,27.7,/,/,-1.85,1259,/,/,/,i,0.5,-16.9,650,-0.2%,-4.1,1198,/,/
Nc1ccc(Cl)c(S(=O)(=O)Nc2ccccc2Cl)c1,i,48.6,i,7.4,0.49,1241,2.4,1.1,0.4,i,0.5,-2.0,668,-0.9%,-0.6,1040,5.4,-9.2
CC1CCc2c(sc3nn[nH]c(=O)c23)C1 (stereo unspecified),i,7.1,i,4.4,4.24*,1261*,3.7,2.2,3.1,i,7.7,/,/,0.1%,/,/,-18.4,-7.1
O=C(O)CC(NNC(=O)c1ccccc1)C(=O)Nc1ccc([N+](=O)[O-])cc1 (stereo unspecified),i,30.5,/,/,1.24,1045,/,/,/,i,0.6,-8.0,619,0.0%,0.8,1347,/,/
